Compound activity deposited in PubChem by The Scripps Research Institute Molecular Screening Center.
pPAFAH inh = pPAFAH (human) enzyme inhibition; Q13093; recombinant pPAFAH, FP-rhodamine probe fluorescence polarization; inhibition, % at 3.39 µM; 1.5% of 330,000 active; AID 463082;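 active = inhibition above the mean inhibition across the screen plus 3 SD, cut at about 25% in these data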;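 also: inhibitors block binding of the rhodamine activity-based probe so polarization drops; 0% = enzyme with DMSO and 100% = wells lacking pPAFAH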
PAFAH1B2 FP inh = PAFAH1B2 (human) inhibition | recombinant PAFAH1B2, FP-rhodamine activity probe, fluorescence polarization | 1.2% of 340,000 active | inhibition, % at 3.39 µM;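 active = inhibition above the mean of all tested compounds plus 3 SD, cut at about 24% in these data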;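 also: 0% = enzyme with DMSO and 100% = wells lacking PAFAH1B2; many of its hits are not listed in these tables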
PAD4 inh = inhibitors of human PAD4 | Q9UM07 | recombinant PAD4, RCA probe fluorescence polarization | inhibition, % at 6.36 µM | 0.41% of 330,000 active;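 active = percent inhibition above a cutoff equal to the mean of all tested compounds plus 3 SD, cut at about 15% in these data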;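 also: 0% = PAD4 with RCA probe and DMSO and 100% = probe without PAD4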
GSTO1 inh = counter-screen for RBBP9 inhibitors: inhibitors of human GSTO1 | 1.1% of 300,000 active | AID 1974 | recombinant GSTO1, activity-based probe fluorescence polarization | inhibition, % at 5.96 µM;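 active = inhibition above the campaign mean inhibition plus 3 SD, cut at about 35% in these data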;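 also: 0% = GSTO1-1 with DMSO and 100% = wells lacking GSTO1-1 enzyme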
Target sequence (P78417 whole entry, looked up): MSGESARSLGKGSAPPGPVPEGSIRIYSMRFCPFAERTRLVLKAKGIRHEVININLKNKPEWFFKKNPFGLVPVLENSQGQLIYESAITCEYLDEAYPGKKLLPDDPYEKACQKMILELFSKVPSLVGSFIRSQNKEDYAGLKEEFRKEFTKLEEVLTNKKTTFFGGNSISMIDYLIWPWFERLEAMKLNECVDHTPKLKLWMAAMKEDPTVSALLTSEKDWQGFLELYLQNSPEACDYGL
PAFAH1B3 FP inh = blocks human PAF acetylhydrolase 1B catalytic subunit 3; inhibition, % at 3.39 µM; recombinant PAFAH1B3, FP-rhodamine probe, fluorescence polarization; 0.28% of 340,000 active;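 active = inhibition above the screen-wide average of all tested compounds plus 3 SD, cut at about 25% in these data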;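 also: 0% = enzyme with DMSO only and 100% = wells lacking PAFAH1B3 protein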
PREPL inh = human PREPL enzyme inhibition | Q4J6C6 | recombinant PREPL, fluorescence polarization activity-based probe | inhibition, % at 5.96 µM | 0.68% of 320,000 active | AID 2751; in the data active = inhibition above about 43%;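 also: 0% = enzyme with DMSO and 100% = wells lacking enzyme; many of its hits are not listed in these tables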
Target sequence (Q4J6C6 whole entry, looked up): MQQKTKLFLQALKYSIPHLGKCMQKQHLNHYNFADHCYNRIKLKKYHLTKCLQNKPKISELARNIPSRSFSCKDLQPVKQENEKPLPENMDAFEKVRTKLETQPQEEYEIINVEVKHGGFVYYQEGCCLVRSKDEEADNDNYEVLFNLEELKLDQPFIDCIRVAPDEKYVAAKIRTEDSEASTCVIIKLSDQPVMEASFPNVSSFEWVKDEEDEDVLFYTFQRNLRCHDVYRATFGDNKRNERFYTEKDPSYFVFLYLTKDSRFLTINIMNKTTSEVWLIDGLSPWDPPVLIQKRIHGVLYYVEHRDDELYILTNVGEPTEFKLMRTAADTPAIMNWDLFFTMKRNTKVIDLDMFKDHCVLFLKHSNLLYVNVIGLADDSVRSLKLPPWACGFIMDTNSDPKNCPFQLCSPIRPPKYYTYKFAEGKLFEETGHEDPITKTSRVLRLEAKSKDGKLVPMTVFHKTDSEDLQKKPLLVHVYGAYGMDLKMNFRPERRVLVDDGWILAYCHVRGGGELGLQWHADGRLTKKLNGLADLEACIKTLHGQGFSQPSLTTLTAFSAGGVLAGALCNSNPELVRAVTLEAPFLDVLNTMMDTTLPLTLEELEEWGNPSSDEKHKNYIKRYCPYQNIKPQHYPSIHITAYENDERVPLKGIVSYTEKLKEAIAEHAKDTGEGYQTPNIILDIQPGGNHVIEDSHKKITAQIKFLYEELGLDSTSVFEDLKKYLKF
LYPLA2 inh = blocks human lysophospholipase 2, a PME1 counter-screen; AID 2177; 0.38% of 320,000 active; recombinant LYPLA2, FP-Rh probe fluorescence polarization; inhibition, % at 5.9 µM; O95372;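 active = inhibition above the screen-wide mean plus 3 SD, limit set per campaign, cut at about 26% in these data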;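 also: 0% = LYPLA2 with DMSO and 100% = wells lacking LYPLA2 enzyme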
PAFAH2 FP inh = PAFAH2 (human) inhibition. inhibition, % at 3.39 µM. recombinant PAFAH2, FP-rhodamine activity probe, fluorescence polarization. 0.99% of 340,000 active. Q99487;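 active = inhibition above the mean over all tested compounds plus 3 SD, cut at about 30% in these data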;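 also: inhibitors block probe labeling of enzyme so polarization drops; 0% = enzyme with DMSO and 100% = wells lacking PAFAH2 protein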
LYPLA1 counter = blocks human lysophospholipase 1, a PME1 counter-screen; O75608; recombinant LYPLA1, FP-Rh probe fluorescence polarization; inhibition, % at 5.9 µM; 0.16% of 320,000 active; AID 2174;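 active = inhibition above the mean of all tested compounds plus 3 SD, set per campaign, cut at about 14% in these data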;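 also: inhibitors block serine hydrolase probe labeling of LYPLA1 so polarization falls; 0% = enzyme with DMSO and 100% = wells lacking LYPLA1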
Starred values were filed as active, the others as inactive; · = not tested or not shown. Not all compounds are listed; count on the stated rates, not on these rows.

SMILES | pPAFAH inh | PAFAH1B2 FP inh | PAD4 inh | GSTO1 inh | PAFAH1B3 FP inh | PREPL inh | LYPLA2 inh | PAFAH2 FP inh | LYPLA1 counter
CN(C)C(=O)O/N=C(\N)COc1ccc(C(C)(C)C)cc1 | -2 | 10 | 0 | 1 | 15 | -1 | -4 | -6 | 0
CCCC1COC(Cn2cncn2)(c2ccc(Cl)cc2Cl)O1 (centres undefined) | 5 | 6 | 0 | -4 | 8 | -35 | -1 | -1 | -4
Cn1cnnc1Sc1cc(N2CCNCC2)ccc1[N+](=O)[O-] | 1 | 5 | -1 | 22 | 0 | 0 | 0 | -1 | 1
CCN(CCO)c1ccc(N=Cc2c(O)n(C)c(=S)[nH]c2=O)cc1 | 37* | · | 40* | 48* | · | 21 | 6 | · | 0
CC(C)C1(C)N=C(c2nc3ccccc3cc2C(=O)O)NC1=O (centres undefined) | 2 | -4 | 2 | -4 | 8 | 4 | 3 | 6 | -2
CCN1CCN(Cc2ccc(OC(F)(F)F)cc2)CC1 | 3 | -6 | -2 | 4 | -5 | 10 | 2 | 9 | 0
CCCCn1c(O)c(/C(CC)=N/N2CCCCC2c2cccnc2)c(=O)[nH]c1=S (centres undefined) | 1 | 1 | -6 | -21 | -3 | 1 | -16 | -6 | -9
Cc1ccc(CCN2CC(C(=O)N3CCC4(CC3)OCCO4)CC2=O)cc1 (centres undefined) | 5 | 5 | -3 | -2 | -1 | 13 | 1 | 6 | -2
COc1ccc(-c2nc3ccccc3c(=O)n2-c2ccc(OC)cc2)cc1 | 1 | -1 | 4 | 3 | 1 | -4 | 4 | 4 | 4
COCc1cc(OC(=O)N(C)C)nc2c1c(C)nn2C | 1 | 3 | -2 | 8 | -1 | 5 | 2 | 3 | 1
c1cc2c(cc1[C@H]1OC[C@H]3[C@@H]1CO[C@H]3c1ccc3c(c1)OCO3)OCO2 | 6 | 8 | -5 | · | 7 | 1 | · | -2 | ·
CCOc1ccc([N+](=O)[O-])cc1CNCCc1ccccc1 | 0 | 3 | 2 | 7 | 4 | 8 | 3 | 0 | 0
Cc1ccc2[nH]c3c(c2c1)CN(C(=O)CN1C[C@H]2C[C@@H](C1)c1cccc(=O)n1C2)CC3 | 4 | 2 | -2 | -4 | 6 | 16 | -1 | -4 | 1
COC(=O)C1=C(c2c(C)noc2C)C[C@@H]2CC[C@H]1N2C(=O)NCc1ccc2c(c1)OCO2 | 1 | 6 | 4 | · | 1 | 18 | 4 | -5 | -1
CCC(C)NS(=O)(=O)c1ccc(OCC(=O)N2CCN(CC)CC2)cc1 (centres undefined) | 5 | 2 | 1 | 2 | 5 | 7 | 8 | 1 | 4
CSc1ccc(CN2CCN(C(=O)COc3cccc(C)c3)CC2)cc1 | 2 | 1 | 2 | 13 | 6 | 14 | 4 | 2 | 2
CN1CCN(c2nc3c(c(=O)[nH]2)CCC3)CC1 | -1 | 2 | 3 | 2 | 3 | 5 | 2 | 1 | -1
Nc1ccc(Cl)cc1C(=O)c1ccccc1Cl | -1 | 1 | 0 | -4 | -4 | -5 | -2 | 5 | -4
O=C1NC(=O)C2(Cc3c(nc4ccccn4c3=O)N3CCCCCC32)C(=O)N1Cc1ccccc1 (centres undefined) | 5 | -4 | -1 | 2 | 1 | -28 | 0 | 6 | 1
CCNCC(O)c1cccc(O)c1 (centres undefined) | 0 | 5 | -6 | 4 | 10 | 9 | 3 | 2 | 1
c1cc(C2N3CCCN2CC3)ccn1 (centres undefined) | -2 | 3 | -2 | 0 | -1 | 17 | 4 | -5 | 2
O[C@H]1C2CCC1C(N1CCCCC1)CC2 (some centres undefined) | 0 | 7 | -5 | -2 | 5 | -5 | 2 | -5 | 3
COC(=O)C1=C(c2cc3ccccc3o2)C[C@@H]2CC[C@H]1N2C(=O)NCc1ccc(C(F)(F)F)cc1 | 1 | 7 | -3 | -2 | 6 | -13 | -7 | 0 | -7
COc1ccc(CN2C(=O)NC(=O)/C(=C/c3ccoc3)C2=O)cc1 | 11 | 7 | -42 | -7 | 4 | -1 | -16 | 2 | -8
Cc1cc(C)n2nc(SC(C)C(=O)N3CCC4(CC3)OCCO4)nc2n1 (centres undefined) | 7 | 3 | 0 | -3 | 7 | 6 | -1 | 1 | 0

Additional compounds follow:
SMILES | pPAFAH inh | PAFAH1B2 FP inh | PAD4 inh | GSTO1 inh | PAFAH1B3 FP inh | PREPL inh | LYPLA2 inh | PAFAH2 FP inh | LYPLA1 counter
C=CCC1([C@@H](C)CCC)C(=O)NC(=O)NC1=O | 0 | -1 | -3 | · | 1 | 1 | · | -7 | ·
CC1CC(C)CN(C(=O)COC(=O)c2cn(C)c3ccccc23)C1 (centres undefined) | 1 | 13 | 4 | · | -1 | -6 | -1 | 4 | 1
C[C@@H]1O[C@@H](O[C@H]2C[C@@H](O)[C@]3(CO)[C@H]4[C@H](O)C[C@]5(C)[C@@H](C6COC(=O)C6)CC[C@]5(O)[C@@H]4CC[C@]3(O)C2)[C@H](O)[C@H](O)[C@H]1O (some centres undefined) | 0 | -1 | -2 | 1 | 9 | 0 | 1 | -2 | 1
Cc1ccc(-c2cc(-c3ccc(C)cc3)[n+](-c3ccccc3)c(-c3ccc(C)cc3)c2)cc1 | 2 | 3 | -8 | 1 | 13 | 15 | 2 | -9 | 0
Cc1cc(C(=O)CS(=O)(=O)c2ccc(F)cc2)cc(C)c1OC(=O)N(C)C | -1 | 7 | -2 | 2 | 10 | 13 | 7 | 4 | -2
CC(=O)N1CCN(c2ccc(N=Cc3c(O)n(-c4ccc(Cl)cc4)c(=O)[nH]c3=O)cc2)CC1 | 41* | 6 | -9 | 23 | 5 | 38 | 8 | -2 | 3
CCc1ccc(CNCCc2ccc(F)cc2)cc1 | -2 | 1 | 4 | -4 | 7 | -22 | 10 | -9 | 5
CC1(C)C2([N+](=O)[O-])CN3CC1([N+](=O)[O-])CN(C2)C3c1cccnc1 (centres undefined) | 4 | 17 | 0 | 8 | 5 | 8 | -2 | 7 | 1
Cc1cc(C)nc(NC2=NCCS2)n1 | 3 | 6 | -1 | 1 | 11 | -6 | -4 | -4 | 0
CC(NCc1ccccc1C(F)(F)F)C(O)c1ccccc1 (centres undefined) | 3 | 9 | -2 | 4 | 0 | -3 | 4 | -1 | -2
COc1cccc(C(=O)C2CCCN(Cc3ccc4nonc4c3)C2)c1 (centres undefined) | 2 | 7 | -1 | 4 | 5 | -23 | 2 | 4 | -2
COC(=O)C1=C(c2ccc(F)cc2OCc2ccccc2)C[C@@H]2CC[C@H]1N2C(=O)N1CCCC1 | 4 | 5 | -3 | · | 5 | 11 | -1 | -39 | -2
O=c1[nH]c(=O)n(CCc2ccccc2)c(O)c1/C=N/N1CCOCC1 | 8 | 5 | -2 | 3 | 3 | 2 | 6 | -1 | 0
CCCNC(=O)N1[C@H]2CC[C@@H]1C(C(=O)OC)=C(c1ccccc1)C2 | 5 | 0 | -1 | -1 | 1 | -3 | 1 | 0 | 0
CCOC(=O)C1(c2ccccc2)CCN(CC(=O)Nc2ccc(C)cc2)CC1 | 6 | 0 | -3 | 6 | 4 | 1 | 6 | 0 | 7
CCS(=O)(=O)NCc1nnc2n1-c1ccc(Br)cc1C(c1ccccc1Cl)=NC2 | 2 | 2 | -1 | 3 | 3 | 0 | 1 | 0 | -2
CCC1CCCCN1P(=O)(c1ccc(C)o1)C(C)(C)C (centres undefined) | 0 | -3 | 1 | 8 | 7 | 17 | 5 | 5 | 0
CCCCCCn1c(=O)c(C(=O)Nc2ncccc2O)c(O)c2ccccc21 | 11 | 6 | -3 | 4 | 8 | -9 | 4 | 18 | 2
CN(C)CCCN=Cc1c(O)n(CCc2ccc(F)cc2)c(=O)[nH]c1=O | 1 | 7 | 2 | 0 | 1 | 0 | 0 | -5 | -2
NC(=O)c1ccc(N=Nc2c(O)[nH]c(=O)[nH]c2=O)cc1 | 7 | · | -1 | 6 | · | 0 | -6 | · | -3
COC(=O)COc1cc(C)cc2oc(=O)c3c(c12)CCCC3 | 2 | 5 | -3 | -11 | -2 | 4 | -2 | 0 | 1
COc1ccccc1CN1CCN(Cc2ccc(Cl)cc2)CC1 | 0 | -2 | 2 | 3 | 8 | -17 | 1 | 0 | 1
Cc1ccc(-c2nc3ccccc3c(=O)n2-c2ccncc2)cc1 | 2 | 1 | -8 | 10 | -3 | 7 | -3 | -4 | 0
CCOc1cc2c(cc1OCC)-n1cccc1C(c1ccc(OC(F)F)cc1)NC2 (centres undefined) | 2 | 5 | 4 | 0 | -1 | 13 | 2 | 5 | -1
CN1OC[C@@H]2COc3ccc4ccccc4c3[C@@H]21 | -4 | 8 | -3 | 4 | 7 | -1 | -12 | 2 | 1

Arranged by SMILES length (largest number first): some entries from above.
SMILES | pPAFAH inh | PAFAH1B2 FP inh | PAD4 inh | GSTO1 inh | PAFAH1B3 FP inh | PREPL inh | LYPLA2 inh | PAFAH2 FP inh | LYPLA1 counter
COC(=O)C1=C(c2cc3ccccc3o2)C[C@@H]2CC[C@H]1N2C(=O)NCc1ccc(C(F)(F)F)cc1 | 1 | 7 | -3 | -2 | 6 | -13 | -7 | 0 | -7
CCCCCCn1c(=O)c(C(=O)Nc2ncccc2O)c(O)c2ccccc21 | 11 | 6 | -3 | 4 | 8 | -9 | 4 | 18 | 2
CN(C)C(=O)O/N=C(\N)COc1ccc(C(C)(C)C)cc1 | -2 | 10 | 0 | 1 | 15 | -1 | -4 | -6 | 0

Next section
SMILES | pPAFAH inh | PAFAH1B2 FP inh | PAD4 inh | GSTO1 inh | PAFAH1B3 FP inh | PREPL inh | LYPLA2 inh | PAFAH2 FP inh | LYPLA1 counter
Cc1ncc(CN2CCCC(C(=O)c3cccc(Cl)c3)C2)s1 (centres undefined) | 3 | 8 | -3 | 11 | 3 | 8 | 5 | 2 | 4
Cc1nc2ccc(N3CCN(C)CC3)cc2nc1C | 3 | 3 | -3 | 8 | 1 | 4 | 1 | -7 | 5
COc1ccc(NP(=O)(Oc2ccccc2OC)Oc2ccccc2OC)cc1 | 0 | 3 | -1 | 3 | 8 | -1 | -4 | 8 | -3
Cc1ccc(N2C(=O)NC(=O)/C(=C\c3ccc(N4CCOCC4)cc3)C2=O)cc1 | 5 | 4 | -2 | 11 | -1 | 2 | -3 | 5 | -1
Cc1cccc(CN2CCN(CC(=O)N3CCC4(CC3)OCCO4)C2=O)c1 | 6 | 4 | -4 | 5 | 8 | 19 | 5 | -3 | 0
Cc1cc(OC(C)C(=O)NCc2ccncc2)c2c3c(c(=O)oc2c1)CCC3 (centres undefined) | -1 | 1 | -1 | 5 | 4 | -3 | 4 | -1 | 2
O=C1NC(=O)C2(Cc3ccccc3N3CCCC32)C(=O)N1 (centres undefined) | 1 | 0 | 3 | 13 | 8 | 9 | 3 | 2 | -1
C[N+](C)(C)CCOC(=O)CBr | -2 | -5 | -4 | 2 | 5 | -1 | 5 | -4 | -1
Cn1cccc1/C=C1/C(=O)NC(=O)N(Cc2ccc(F)cc2)C1=O | 13 | 29* | -5 | 14 | 22 | -7 | 1 | 12 | 1
OC1(c2cccnc2)CC2CCC(C1)N2Cc1nnnn1Cc1ccccc1 (centres undefined) | 2 | 4 | -4 | -9 | 3 | -1 | 6 | 0 | 5
COC(=O)C1=C(c2ccccc2)C[C@@H]2CC[C@H]1N2C | -2 | -2 | 4 | · | 2 | -8 | 1 | -3 | 3
COP(=O)(OC)C(NC(=O)c1ccc(C)cc1)C(Cl)(Cl)Cl (centres undefined) | 1 | 0 | 0 | 13 | 0 | -5 | 0 | -3 | -2
CCCCC12CNCC(C)(CNC1)C2=O | 6 | 1 | 9 | 2 | 6 | -2 | 0 | 6 | -3
COC(=O)C1=C(c2ccc(F)cc2F)C[C@@H]2CC[C@H]1N2C(=O)N1CCC(C)CC1 | 0 | 4 | -2 | · | 6 | 2 | 3 | -4 | 3
